Screens (PubChem)
FLuc modulator: counter-screen for miR-21 project: firefly luciferase inhibitors or activators. Potency, µM (series often up to 57.5 µM), for inactives: top-dose activity change, negative = inhibition, actives largely listed as inhibitors. 6.9% of 360,000 active. AID 588342. P08659. purified FLuc, Km substrates, luminescence inhibition;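 also: potency is read from the fitted curve at half-maximal effect; plate controls were vehicle for no effect and reference inhibitor for full effect; nearly all actives have a fitted effect of over 55% in size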
Target sequence (P08659 whole entry, looked up): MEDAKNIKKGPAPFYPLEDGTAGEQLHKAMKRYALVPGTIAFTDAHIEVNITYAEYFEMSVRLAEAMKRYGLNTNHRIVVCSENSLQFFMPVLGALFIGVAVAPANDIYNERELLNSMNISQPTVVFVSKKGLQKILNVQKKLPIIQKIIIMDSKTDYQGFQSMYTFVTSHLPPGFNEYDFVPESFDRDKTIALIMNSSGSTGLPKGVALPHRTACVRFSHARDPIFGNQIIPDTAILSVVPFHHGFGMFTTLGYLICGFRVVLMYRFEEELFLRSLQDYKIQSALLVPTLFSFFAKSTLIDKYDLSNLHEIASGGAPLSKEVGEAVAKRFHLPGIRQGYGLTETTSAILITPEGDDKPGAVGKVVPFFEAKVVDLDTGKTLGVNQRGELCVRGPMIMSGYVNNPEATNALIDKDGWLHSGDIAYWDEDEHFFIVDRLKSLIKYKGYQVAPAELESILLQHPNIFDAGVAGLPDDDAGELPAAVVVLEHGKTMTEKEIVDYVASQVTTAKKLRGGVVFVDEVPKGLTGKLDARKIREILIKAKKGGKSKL
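Biochemical qHTS of compounds, final roughly 60 µM downward over six points, against 10 nM purified firefly luciferase using Km concentrations of substrates (10 uM D-luciferin, 10 uM ATP) in Tris acetate pH 7.5 buffer; luminescence output.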
KCNH2 3.1 inh: blocks the human KCNH2 3.1 channel isoform; U2OS KCNH2 3.1, thallium flux FluxOr; hits give low values; 0.95% of 340,000 active; activity change, % (tested at about 1.8 µM);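 active = maximum activity change below -70%; inconclusive = maximum activity change from -70% to -50%; inactive = maximum activity change above -50%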;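 also: thallium influx rate constant from kinetic fluorescence after stimulation buffer; % is scaled to controls: 0 for no effect and ±100 for the full control effect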
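Steps: virus added to U2OS suspension (4 h, RT, dark); medium with 10% FBS added, cells plated, 37 C overnight; FluxOr/Red40 loading buffer 45 min RT; stimulation buffer, 2 min kinetic read; rate constant normalized.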
PKM2 act: PKM2 (human) enzyme activation; P14618; purified PKM2, Kinase-Glo ATP luminescence, activation; response scale: 0% is enzyme alone, no compound; Potency, µM (series often up to 57.5 µM), without a hit: at the top dose activation, most hits filed as activators; 0.34% of 260,000 active; AID 1631; also: potency is read from the fitted curve at half-maximal effect; % is scaled to controls: 0 for no effect and ±100 for the full control effect; nearly all actives have a fitted effect of over 55% in size
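Kinase-Glo luminescence reports ATP generated from ADP (0.1 mM) and PEP (0.5 mM) by purified hPK-M2 after 1 h at room temperature, pH 7.2 imidazole buffer; intermediate enzyme activity allows detecting inhibitors and activators.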
Rab9 prom act: activators of Rab9 promoter; Huh7 Rab9 promoter-luciferase reporter, luminescence, 24 h; Potency, µM (top dose mostly 9.22 µM), for inactives: top-dose activation, negative = inhibition, most hits filed as activators; 2.8% of 320,000 active; AID 485297; also: potency is read from the fitted curve at half-maximal effect; % of control where 0% means no effect; nearly all actives have a fitted effect of over 60% in size
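Cell-based reporter: Huh7 stable for Rab9 promoter-driven luciferase, plated in reduced-serum medium with 10% FBS at 1500 cells/well, compound-treated 24 h at 37 °C, luminescence read after 10 min reagent.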
Mito fusion act: mitochondrial division inhibition or fusion activation | S. cerevisiae fusion-defective mutant growth rescue, CellTiterGlo 48 h | Potency, µM (titrated, usually from 46.1 µM), without a hit: top-dose growth rescue (activation), hits mostly activators | 0.23% of 320,000 active;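 also: potency is read from the fitted curve at half-maximal effect; % of control where 0% means no effect; nearly all actives have a fitted effect of over 45% in size; temperature-sensitive fusion mutants such as fzo1-1 at 37 °C on non-fermentable ethanol glycerol medium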
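Luminescent cell viability in 1536-well qHTS format served as the measure of rescued growth in ts fusion-mutant S. cerevisiae cultured on non-fermentable YPEG for 48 hours at 37C.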
NPC1 promoter act: NPC1 promoter activation; Huh7 NPC1 promoter luciferase reporter, 24 h; Potency, µM (top dose mostly 9.22 µM), for inactives: at the highest dose activation, usual class: activators; 2.4% of 320,000 active;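 also: potency is read from the fitted curve at half-maximal effect; % of control where 0% means no effect; nearly all actives have a fitted effect of over 60% in size; reporter is driven by a mutant NPC1 promoter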
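Compounds in DMSO were transferred onto Huh7 NPC1-luciferase reporter cells pre-incubated 2 h; after 24 h at 37 °C, Amplite reagent was dispensed and luminescence recorded 10 min later.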
Gal4-VP16 FLuc: counter-screen for ROR gamma inhibitors: Gal4-VP16 reporter. 3.5% of 310,000 active. AID 2546. Potency, µM (titrated, usually from 53.6 µM), for inactives: at the top dose activity, negative = inhibition, actives largely listed as inhibitors. Drosophila S2 Gal4-VP16 UAS-luciferase, luminescence, 20 h;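 also: Gal4-VP16 expression switched on by copper sulfate through the metallothionein promoter; potency is read from the fitted curve at half-maximal effect; % is scaled to controls: 0 for no effect and ±100 for the full control effect; nearly all actives have a fitted effect of over 50% in size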
MBNL1-CUG inh: MBNL1-poly(CUG) RNA binding inhibition; TR-FRET MBNL1-His/biotin-(CUG)12 binding, 665/545 ratio; Potency, µM (series often up to 57.5 µM), without a hit: at the highest dose activity change, negative = inhibition, hits mostly inhibitors; 0.036% of 280,000 active; AID 2675; Q9NR56; active = well fitted inhibition curve with a large enough effect in the signal ratio, with a control signal flat, not every such curve was filed as active; inconclusive = small, poorly fitted or top-dose-only effect, or effect the other way, or a change in a side signal; inactive = no such curve, though single readings can be large or run the other way; the % refers to the signal ratio; also: potency is read from the fitted curve at half-maximal effect; % is scaled to controls: 0 for no effect and ±100 for the full control effect
Target sequence (Q9NR56 whole entry, looked up): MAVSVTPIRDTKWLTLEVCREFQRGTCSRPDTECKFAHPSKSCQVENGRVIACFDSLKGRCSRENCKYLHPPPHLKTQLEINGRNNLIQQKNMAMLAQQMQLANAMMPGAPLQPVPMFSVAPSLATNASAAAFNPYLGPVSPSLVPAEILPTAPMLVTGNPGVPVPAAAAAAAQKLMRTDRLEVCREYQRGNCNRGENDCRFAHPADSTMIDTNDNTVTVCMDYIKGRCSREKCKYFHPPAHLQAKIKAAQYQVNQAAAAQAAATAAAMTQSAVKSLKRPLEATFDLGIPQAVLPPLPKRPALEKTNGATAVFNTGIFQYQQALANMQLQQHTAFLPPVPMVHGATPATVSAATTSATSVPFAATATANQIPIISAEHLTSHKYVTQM
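Inhibition of protein-RNA binding appears as loss of TR-FRET between terbium anti-His antibody on MBNL1-His and streptavidin-XL665 on biotin-(CUG)12. Activity is normalized to buffer-only and uninhibited-complex controls.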
RORgamma inh: inhibitors of mouse ROR gamma transcriptional activity. P51450. Drosophila S2 Gal4-RORgamma UAS-luciferase reporter, 20 h. Potency, µM (series often up to 53.6 µM), without a hit: at the highest dose activity change, negative = inhibition, actives largely listed as inhibitors. 5.4% of 310,000 active; also: potency is read from the fitted curve at half-maximal effect; % is scaled to controls: 0 for no effect and ±100 for the full control effect; nearly all actives have a fitted effect of over 60% in size
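Stably transfected Drosophila Schneider cells are the test system, with ROR gamma fused to Gal4 and luciferase under UAS control; luminescence is read after 20 hr of 700 uM copper sulfate induction at ambient temperature.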
Menin-MLL TR inh: displaces Texas Red mutant MLL peptide from human menin | O00255 | Menin + Texas Red MLL mutant peptide, fluorescence polarization | Potency, µM (doses to about 61.6 µM), without a hit: top-dose FP activity change, negative = inhibition, hits mostly inhibitors | 0.23% of 270,000 active | AID 1768; active = well fitted inhibition curve with a large enough effect in the polarisation, with a control signal flat, not every such curve was filed as active; inconclusive = small, poorly fitted or top-dose-only effect, or effect the other way, or a change in a side signal; inactive = no such curve, though single readings can be large or run the other way; the % refers to the polarisation; also: potency is read from the fitted curve at half-maximal effect; % of control where 0% means no effect; many of its hits are not listed in these tables
ELG1 DNA repair: blocks ELG1-dependent DNA repair in HEK293T cells. AID 504467. Potency, µM (highest dose often 46.1 µM), without a hit: top-dose activity change, negative = inhibition, most hits filed as inhibitors. HEK293T ELG1-luciferase reporter, luminescence, 16 h; DNA damage induced by 5-fluorouridine. 2.3% of 330,000 active; also: potency is read from the fitted curve at half-maximal effect; % is scaled to controls: 0 for no effect and ±100 for the full control effect; nearly all actives have a fitted effect of over 55% in size
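DMSO vehicle served as the neutral condition. Each well held 2,000 cells given 5-fluorouridine plus compound; after 16 hr at 37 °C/5% CO2, ONE-Glo was added and luciferase measured 30 min later.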
The depositor's hits bear a star; u = inconclusive; x = no result given; & = joins results of further samples; ! = a repeat was not active; [ ] = remark or other dose. Unless noted, calls follow the shape of the dose curve; as a rule, active = well fitted curve in the direction sought with a large enough effect; inconclusive = small, poorly fitted or top-dose-only effect, or another doubt; inactive = no such curve, though single readings can be large; an effect the other way counts as inactive or inconclusive. Only part of the results is shown; count on the stated rates, not on these rows.

SMILES	FLuc modulator	KCNH2 3.1 inh	PKM2 act	Rab9 prom act	Mito fusion act	NPC1 promoter act	Gal4-VP16 FLuc	MBNL1-CUG inh	RORgamma inh	Menin-MLL TR inh	ELG1 DNA repair
Cc1cccnc1NC(=S)NC(=O)c1cncc(Br)c1	u	-12.7	-5.5%	u	-8.6%	u	u	1.9%	5.01µM*	-5.3%	u
COc1ccc(/C=N/NC(=S)Nc2ccccc2)cc1COc1ccc(F)cc1	-6.9%	-2.8	5.4%	-1.2%	-0.5%	-0.6%	0.891µM*	x	0.355µM*	-23.5%	27.7%
Cc1cccc(C(CC(=O)N2CCCC2)c2ccccc2)c1O (stereo unspecified)	-0.8%	4.0	3.5%	1.9%	5.7%	-3.7%	1.6%	-2.8%	22.9%	u	0.7%
Cc1ccc(/C=N/NC(=O)Cc2c(F)cccc2Cl)s1	u	-2.2	-4.7%	26.1%	5.9%	23.6%	-25.2%	7.1%	u	-0.2%	u
O=C(O)c1ccc(NC2=C(N3CCOCC3)C(=O)c3ccccc3C2=O)cc1	u	2.5	5.3%	-3.9%	0.6%	0.8%	0.9%	x	13.6%	-13.0%	0.8%
COc1cccc(NC(=O)CCC2CCN(C(=O)c3cccc(NC(C)=O)c3)CC2)c1	-4.2%	4.0	-2.7%	-8.3%	-0.8%	0.4%	3.5%	3.9%	23.7%	0.3%	-6.6%
Cc1ccc(S(=O)(=O)NNC(=O)c2ccncc2)cc1[N+](=O)[O-]	3.1%	5.6	-2.2%	-2.0%	-1.1%	-2.6%	x	8.2%	x	18.7%	8.7%
CC(C)OC(=O)CC(=O)CSc1nc2c(cc1C#N)CCCCCC2	u	13.0	4.2%	6.5%	0.9%	-0.5%	14.7%	u	39.2%	-3.8%	u
Cn1nnc2c[n+](CC(=O)c3ccc4ccccc4c3)cc(Br)c21	u	5.3	15.3%	-7.5%	1.8%	-12.5%	11.6%	u	21.0%	x	u
Cc1ccc2c(C)c(C(=O)N(Cc3ccncc3)CC3CCCO3)oc2c1C (stereo unspecified)	2.3%	x	-4.2%	0.0%	-3.0%	2.4%	-0.3%	-7.6%	-11.9%	x	-4.0%
Cc1ccc(Nc2ccc(-n3ccnc3)nn2)cc1C	16.9µM*	-6.2	-1.4%	-4.6%	4.1%	-2.6%	-8.8%	u	34.3%	-12.5%	u
COc1ccc(S(=O)(=O)N2CCCCCC2)cc1C(=O)OCC(=O)Nc1cc(C)on1	-1.4%	x	-3.4%	-1.7%	2.3%	-1.6%	-11.5%	-8.7%	-25.1%	u	u
CCc1nnc(NC(=O)C2CCCN2S(=O)(=O)c2ccc(C)cc2)s1 (stereo unspecified)	3.3%	-12.1	12.8%	-2.5%	-0.9%	-0.1%	-0.4%	-5.5%	-25.2%	25.5%	-0.2%
O=C(CNC(=O)c1cccs1)N/N=C/c1cccc(Br)c1	u	11.2	1.2%	3.6%	-1.9%	6.3%	x	13.0%	x	7.2%	5.8%
O=C(NNC(=S)Nc1ccc(Cl)cc1Cl)c1cccnc1	-15.5%	3.2	x	2.4%	2.7%	1.9%	x	x	x	x	u
CC1CC1C(=O)OCC(=O)c1c(N)n(C)c(=O)n(C)c1=O (stereo unspecified)	-1.0%	17.1	5.5%	-3.0%	-0.6%	-8.1%	1.0%	-1.7%	16.6%	17.4%	10.0%
Cc1nn2c(N)c(-c3ccccc3)cnc2c1-c1ccccc1	0.953µM*	5.9	0.1%[11.5 µM]	1.58µM*	-0.8%	2.24µM*	-3.3%	-1.6%	3.5%	u	u
O=C(NCC(=O)N1CCCCCC1)c1ccc(Br)cc1	-16.0%	3.7	3.3%	23.5%	-1.1%	22.8%	x	0.0%	x	1.4%	u
C/C(=N/NC(=O)OC(C)(C)C)c1ccco1	19µM*	-9.7	-18.3%	2.51µM*	-5.7%	u	-6.4%	2.3%	-39.4%	-5.7%	u
O=C(CSc1ncc(-c2ccc(F)cc2)[nH]1)NCc1ccco1	-12.6%	-2.7	-1.5%	-1.7%	2.7%	0.9%	3.8%	-13.2%	u	u	u
COc1cc(CCC(=O)Nc2cccc(S(=O)(=O)N(C)C)c2)cc(OC)c1OC	0.4%	8.9	-3.5%	-3.4%	0.6%	-4.3%	7.3%	-24.8%	19.8%	-11.3%	u
Cc1nc2c3ccccc3nc(NNC(=O)CCC(=O)N3CCCC(C)C3)n2n1 (stereo unspecified)	-0.7%	-16.8	x	-1.0%	-0.1%	-4.4%	8.0%	1.1%	2.3%	x	9.8%
COc1ccc(NC(=O)N2CCN(S(C)(=O)=O)CC2)c(OC)c1	-2.3%	-3.8	-22.0%	-1.3%	-2.5%	-1.4%	0.3%[10 µM]	-1.7%	1.2%	15.3%	-0.5%
O=C(CCN1C(=O)c2cccc3cccc(c23)C1=O)Nc1ccon1	-4.9%	7.7	-5.3%	1.4%	1.3%	18.6%	0.8%	u	4.6%	-3.4%	13.2%
O=C(Nc1ccc(S(=O)(=O)N2CCOCC2)cc1)c1cc([N+](=O)[O-])ccc1Cl	-0.3%	-0.7	-1.8%	3.8%	1.4%	2.5%	-2.8%	u	16.7%	u	u
CCc1ccc(/C=C2/C(=O)N(C)C(=S)N2CC(=O)OC)s1	1.4%	4.5	1.5%	0.0%	-1.6%	-3.6%	-10.4%[10 µM]	10.6%	u	7.1%	-4.9%
Cn1c(=O)c2c(nc(Oc3ccccc3)n2C)n(C)c1=O	5.1%&5.9%	0.4	2.0%&-4.8%	-1.9%&-2.4%	9.6%&9.6%	-1.0%&0.6%	-1.3%&-10.4%	-2.5%	19.4%&14.7%	5.2%	16.4µM*!
O=[N+]([O-])c1cccnc1N1CCC(c2cc(-c3ccc(Cl)cc3)n[nH]2)CC1	-17.2%	-15.2	-18.4%	0.1%	10.5%	-3.8%	-9.8%	12.2%	u	16.3%	u
COc1ccc(CNC(=O)C(=O)NCCCn2ccnc2)cc1	-3.4%	-0.3	16.8%	-3.2%	8.5%	-6.7%	1.1%	u	14.3%	-7.1%	8.5%
Cc1cc(C)nc(SCCN2CCOCC2)n1	3.1%	7.2	-4.5%	6.1%	0.7%	-1.2%	4.5%	-12.2%	-26.0%	2.0%	7.3%
Nn1c(Cc2ccccc2F)nnc1SCn1nnc2ccccc2c1=O	0.9%	u	2.5%	-0.3%	2.1%	4.6%	1.1%	-1.2%	17.9%	-0.8%	2.4%
Cc1nc(C)c(C(=O)NNC(=O)Nc2ccc(Cl)cc2)s1	-5.3%	36.3	-8.3%	-2.0%	2.1%	-3.3%	0.3%	-1.1%	-6.1%	x	7.4%
O=C(Nc1cccc(S(=O)(=O)NC2=NCCC2)c1)c1ccc(OC(F)F)cc1	10.7µM*	3.6	x	-0.4%	-1.9%	-3.0%	x	x	x	x	u
Clc1ncccc1-c1nc2ccccc2n1Cc1ccccc1	0.8%	-30.8	-0.2%	-9.6%	-3.4%	2.5%	-7.9%	12.2%	-26.3%	-3.4%	-3.5%
COc1ccccc1N1CCN(C(=O)CN2C(=O)c3ccccc3C2=O)CC1	6.1%	-14.0	3.3%	0.3%	-3.4%	1.2%	8.4%	26.4%	u	-17.9%	0.2%
O=C(O)C1CCCN1c1ncccc1[N+](=O)[O-] (stereo unspecified)	0.9%	20.7	-3.6%	-6.4%	-6.2%	0.1%	10.5%	14.0%	-8.8%	-17.5%	7.4%

Structural class: those above containing a COOH group (2)
SMILES	FLuc modulator	KCNH2 3.1 inh	PKM2 act	Rab9 prom act	Mito fusion act	NPC1 promoter act	Gal4-VP16 FLuc	MBNL1-CUG inh	RORgamma inh	Menin-MLL TR inh	ELG1 DNA repair
O=C(O)c1ccc(NC2=C(N3CCOCC3)C(=O)c3ccccc3C2=O)cc1	u	2.5	5.3%	-3.9%	0.6%	0.8%	0.9%	x	13.6%	-13.0%	0.8%
O=C(O)C1CCCN1c1ncccc1[N+](=O)[O-] (stereo unspecified)	0.9%	20.7	-3.6%	-6.4%	-6.2%	0.1%	10.5%	14.0%	-8.8%	-17.5%	7.4%
